CHRM5 PAM = CHRM5 positive allosteric modulation; CHO-K1 hM5, Fluo-8 calcium, ACh EC20 PAM; 0% = ACh EC20, 100% = ACh EC100; activation, % at 3 µM; AID 624038; 360,000 tested, 0.3% active; P08912;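 active = activation above the run cutoff, the mean activation of all test compounds plus 3 SD, cut at about 18% in these data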
Target sequence (P08912 whole entry, looked up): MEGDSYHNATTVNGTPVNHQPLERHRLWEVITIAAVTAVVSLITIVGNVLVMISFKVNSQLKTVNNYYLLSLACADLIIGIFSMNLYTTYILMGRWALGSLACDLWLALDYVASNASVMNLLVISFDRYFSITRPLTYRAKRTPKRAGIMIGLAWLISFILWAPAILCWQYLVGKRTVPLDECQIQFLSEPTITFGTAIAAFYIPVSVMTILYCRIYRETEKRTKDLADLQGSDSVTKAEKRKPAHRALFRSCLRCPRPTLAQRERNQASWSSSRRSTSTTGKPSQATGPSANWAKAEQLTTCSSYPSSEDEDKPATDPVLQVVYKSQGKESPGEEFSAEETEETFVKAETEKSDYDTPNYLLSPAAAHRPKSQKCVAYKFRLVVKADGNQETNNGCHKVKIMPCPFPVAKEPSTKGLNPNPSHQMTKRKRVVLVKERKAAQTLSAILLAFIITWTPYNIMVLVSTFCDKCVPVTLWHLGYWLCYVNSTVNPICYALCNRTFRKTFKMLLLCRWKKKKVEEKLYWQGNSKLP
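System: CHO-K1 hM5 cells. Reagent: acetylcholine, EC20 level. Compound dosing: single dose, 3 µM nominal final test concentration. Timing: Post-acetylcholine fluorescence recording 140 s. Detection: Fluo-8 calcium fluorescence. Read-out: % activation, ACh-normalized. Benchmarks: ACh EC20 and EC100 wells. Repeats: singlicate, one well per test compound.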
CHRM5 agonist = agonists of human muscarinic M5 receptor (CHRM5); 360,000 tested, 0.19% active; AID 624037; P08912; activation, % at 3 µM; CHO-K1 hM5 cells, Fluo-8 calcium fluorescence; 0% DMSO wells, 100% maximal acetylcholine response;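 active = activation above the run's mean over test compounds plus 3 SD, cut at about 23% in these data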;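 note: signal is peak over basal fluorescence ratio across the kinetic read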
CHO-K1 Ca PAM = M1 PAM counterscreen hit in parental CHO-K1 cells; ATP EC20, Fluo-8 calcium fluorescence; 0% at ATP EC20, 100% at ATP max; activation, % at 3 µM; 360,000 tested, 0.02% active;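 active = activation above the run cutoff, the mean activation of all test compounds plus 3 SD, cut at about 40% in these data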;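 note: peak over basal fluorescence ratio in a 140 s read after ATP addition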
CHRM5 antagonist = blocks acetylcholine activation of human M5 receptor. P08912. CHO-hM5 cells, Fluo-8 calcium fluorescence, ACh EC80. inhibition, % at 3 µM. 360,000 tested, 0.59% active;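 active = inhibition above a per-plate cutoff, the mean of that plate's test compounds plus 3 SD, cut at about 27% in these data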;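 note: 0% = acetylcholine EC80 with DMSO and 100% = DMSO without agonist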
M4 PAM = positive allosteric modulators of human muscarinic M4 receptor. P08173. CHO-K1 hM4/Gqi5, Fluo-8 calcium fluorescence, ACh EC20; 0% = ACh EC20, 100% = maximal ACh. activation, % at 3 µM. 360,000 tested, 0.4% active. AID 624126;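 active = activation above its plate's cutoff, the mean activation of sample wells plus 3 SD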; note: some results filed as inactive read as strong as hits
TAAR1 ag = agonists of human TAAR1. CHO RD-HGA16 TAAR1, Fluo-8 calcium fluorescence; vehicle wells 0%, saturating PEA agonist 100%. 360,000 tested, 0.99% active. Q96RJ0. activation, % at 3 µM. AID 624467;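 active = activation above the mean activation of all test compounds in the run plus 3 SD, cut at about 38% in these data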
Target sequence (Q96RJ0 whole entry, looked up): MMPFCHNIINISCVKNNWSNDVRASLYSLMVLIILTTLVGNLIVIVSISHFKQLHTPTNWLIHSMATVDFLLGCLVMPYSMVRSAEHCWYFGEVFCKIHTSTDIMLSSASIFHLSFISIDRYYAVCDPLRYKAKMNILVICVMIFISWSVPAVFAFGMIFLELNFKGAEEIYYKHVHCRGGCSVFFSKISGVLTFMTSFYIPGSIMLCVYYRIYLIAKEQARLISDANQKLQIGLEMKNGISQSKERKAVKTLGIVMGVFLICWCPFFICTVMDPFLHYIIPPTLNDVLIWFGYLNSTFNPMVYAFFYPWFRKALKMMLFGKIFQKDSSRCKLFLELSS
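System: CHO-derived RD-HGA16 cells with stable Gα16 and human TAAR1 / Times: 17-24 h plating, Fluo-8 75 min 37 °C, 30 min RT / Technique: calcium-sensitive Fluo-8 signal, excitation 470-495, emission 515-575 nm / Measure: % activation relative to PEA EC100 response / Benchmarks: DMSO and PEA EC100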
TAAR1 antagonist = human TAAR1 antagonism; inhibition, % at 3 µM; AID 624466; CHO RD-HGA16 TAAR1, Fluo-8 calcium fluorescence, antagonist; Q96RJ0; 360,000 tested, 1.5% active;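 active = inhibition above a per-plate cutoff, the mean inhibition of test compounds on that plate plus 3 SD, cut at about 49% in these data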;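 note: 0% = DMSO plus EC80 beta-PEA response and 100% = DMSO alone without agonist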
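Test system: CHO RD-HGA16 cells bearing hTAAR1 | Reagent: β-PEA, EC80 | Compound dosing: 3 µM, single point | Schedule: Dye loading 75 min at 37 °C, then 30 min room temperature | Signal: Calcium fluorescence with Fluo-8 | Evaluation: Percent inhibition of PEA-evoked calcium signal, max/basal emission ratio | Control set: DMSO-only wells and EC80 β-PEA-stimulated wells | Repeats: Singlicate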
CRFBP-R2 block = antagonists of CRF-binding protein/CRF-R2 receptor complex; 350,000 tested, 0.59% active; HEK293 CRF-R2/CRF-BP, CRF-induced calcium fluorescence; inhibition, % at 11.8 µM;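 active = inhibition of the ligand-induced calcium signal above about 50% at the single tested concentration, limit read from the data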
CRFBP-R2 agonist = agonists of human CRF-binding protein/CRF-R2 receptor complex; HEK293 CRF-R2/CRF-BP, calcium dye fluorescence (FLIPR); percent of saturating CRF peptide response; 350,000 tested, 0.46% active; AID 588473; activation, % at 13.2 µM;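 active = activation of at least 50%, plus an integration ratio under a set limit after plate pattern correction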;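 note: plate controls were neutral control wells without compound for no effect and CRF at EC100 for full effect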
Active calls of the source: *; / = not tested or not shown.

structure	CHRM5 PAM	CHRM5 agonist	CHO-K1 Ca PAM	CHRM5 antagonist	M4 PAM	TAAR1 ag	TAAR1 antagonist	CRFBP-R2 block	CRFBP-R2 agonist
Cc1ccc(-c2nc3ncccc3o2)cc1NC(=O)Cc1ccc(Cl)cc1	-6	-4	2	-1	-3	2	-3	-1	-1.0
CC(=O)Nc1ccc(OC(=O)c2ccco2)cc1	-3	1	-2	0	-8	1	-8	0	1.1
O=C1C(SCCO)=C(SCCO)C(=O)c2ccccc21	-2	17	14	38*	-12	67*	84*	-22	1.3
Cc1c2c(n3c(nc4ccccc43)c1C#N)N(CCCN(C)C)CC2	2	2	18	10	-3	2	-25	1	2.3
Nc1nnc(SCCCC(=O)c2ccc(Br)cc2)s1	-10	0	21	6	9	3	5	-12	-0.9
O=C(Nc1ccccc1C(=O)O)c1cc(S(=O)(=O)N2CCCCC2)cs1	-4	0	16	3	1	/	/	-8	1.8
Cc1ccc(OCCCC(=O)NNC(=O)c2ccccn2)cc1	4	2	11	-3	6	1	-12	-15	-1.1
Cc1ccnc(NS(=O)(=O)c2ccc(NS(=O)(=O)c3cccs3)cc2)n1	5	-3	5	-4	3	7	-12	4	-0.5
O=C1c2ccccc2C(Nc2ccc3c(c2)OCCO3)N1Cc1ccc2c(c1)OCO2 (stereo not drawn)	-10	2	15	9	-15	0	63*	3	-3.8
O=S(=O)(c1c(F)cccc1F)N(CCc1ccc(F)cc1)C[C@@H](O)COCc1ccccc1	-4	1	20	-4	-9	4	28	-26	5.5
Cc1ccc(OCC(=O)NN=C2c3ccccc3-c3ccccc32)cc1	3	-2	19	3	-5	6	-7	-12	1.0
COC(=O)[C@H](C)NC(=O)NCc1ccccc1F	0	2	16	-1	1	10	1	3	1.2
Clc1ccc(COn2ccnc2)cc1Cl	2	-9	18	1	-4	2	14	22	-2.3
O=C1OCCC1Sc1nc2ccccc2n1-c1ccccc1 (stereo not drawn)	-1	-6	16	2	-2	6	-5	20	-2.5
Cc1ccc(S(=O)(=O)C2(C(=O)N3CCCC(C)C3)CC2)cc1 (stereo not drawn)	2	-1	-6	0	-7	/	/	-10	-3.9
CN(C)Cc1c(O)ccc2occ(C(=O)c3ccc(F)cc3)c12	3	1	13	2	2	6	-6	24	0.2
Cc1ccccc1NC(=O)C1CCCN(c2nnc(N3CCCC3=O)s2)C1 (stereo not drawn)	-3	0	-12	-4	7	-1	-4	-6	-1.1
Cc1ccc(-c2nc(-c3ccncc3)no2)cc1C	3	-5	-19	4	1	12	-25	-2	-1.4
CCOC(=O)c1sc2ccccc2c1OC(=O)c1ccccc1	-2	-4	18	-3	1	1	-8	-3	-1.0
O=C(O)CC1S/C(=N/N=C/c2ccc(-c3ccc(Cl)c([N+](=O)[O-])c3)o2)NC1=O (stereo not drawn)	1	1	14	-9	0	1	-9	20	3.9
O=C(NCC1CC1)Nc1ccccc1	-1	-4	-23	-4	0	-1	-10	9	-5.0
Cc1ccc(N2OC3C(=O)NC(=O)C3C2c2ccco2)cc1 (stereo not drawn)	-5	-1	5	6	-4	0	-13	-1	5.8
Cn1c(SCC(=O)Nc2ccc(N3CCOCC3)cc2)nnc1-c1ccccc1	-2	-1	9	7	4	1	-2	-24	-1.6
Cc1cccc(Cc2cnc(NC(=O)c3ccc(C)o3)s2)c1	-2	-2	7	-4	-1	2	-12	-25	0.1
O=C(NCc1ccccn1)c1ccc(OC2CCN(Cc3ccccc3)CC2)cc1	-2	-6	-22	3	-12	3	-11	-7	-0.5
CN1CCN(S(=O)(=O)c2ccc(N3CCN(c4ccccc4O)CC3)c([N+](=O)[O-])c2)CC1	1	6	-23	-5	6	7	-1	-6	5.2
Cc1ccc(-c2csc3nnc(SCC(=O)Nc4nsc(-c5ccccc5)n4)n23)cc1	2	0	9	0	1	0	36	-7	2.7
Cc1ccc([N+](=O)[O-])c(C(=O)N/N=C/c2cccs2)c1	-1	1	7	8	-5	1	6	-10	-3.9
Nc1cc(N)cc(Cc2ccccc2)c1	4	3	2	-6	10	3	-2	/	/
O=C(Nc1ccc(F)cc1)N1CCN(CCc2ccccc2)CC1	7	0	-5	-8	5	1	-9	-18	-2.1
COc1ccc(CCNS(=O)(=O)c2cccc(F)c2)cc1OC	-4	1	-10	-3	8	1	0	-11	0.1
CCOc1ccc(C(=O)CCN2CCCCC2)cc1	1	-3	15	4	3	6	-20	17	0.8

Complete entries, quoted from the list. Screens in order: CHRM5 PAM | CHRM5 agonist | CHO-K1 Ca PAM | CHRM5 antagonist | M4 PAM | TAAR1 ag | TAAR1 antagonist | CRFBP-R2 block | CRFBP-R2 agonist
O=C(NCc1ccccn1)c1ccc(OC2CCN(Cc3ccccc3)CC2)cc1 is listed as -2 | -6 | -22 | 3 | -12 | 3 | -11 | -7 | -0.5
COc1ccc(CCNS(=O)(=O)c2cccc(F)c2)cc1OC is listed as -4 | 1 | -10 | -3 | 8 | 1 | 0 | -11 | 0.1

Next entries
structure	CHRM5 PAM	CHRM5 agonist	CHO-K1 Ca PAM	CHRM5 antagonist	M4 PAM	TAAR1 ag	TAAR1 antagonist	CRFBP-R2 block	CRFBP-R2 agonist
Cc1ccccc1C(=O)NC1CCCN(Cc2ccccc2F)C1 (stereo not drawn)	15	-2	18	-25	-4	0	-2	6	-3.1
Cc1ccc(S(=O)(=O)N2CCC(=O)N(CCOC(=O)Nc3ccccc3C)CC2)cc1	-2	-1	-4	12	-1	2	-2	3	-1.3
O=C(NCCC1=CCCCC1)C1CCCN(S(=O)(=O)c2cnc[nH]2)C1 (stereo not drawn)	-3	3	-7	6	-5	1	-1	-3	-0.2
Cc1c(C)n(Cc2ccc(F)cc2)c2ccc(C(=O)NCCN3CCOCC3)cc12	-1	-5	17	5	-3	4	-22	-9	0.7
COc1cc(C(=O)N2CCN(c3cccc(C)c3C)CC2)ccc1OCC(=O)N1CCOCC1	-3	-1	13	18	7	5	-21	10	0.1
CCOCCCNC(=O)c1ccc(CN2CCc3ccccc3C2)cc1	1	-2	11	5	-3	2	-19	0	-0.6
CCN(CC)C(=O)C1=C(C)N(CCCN2CCCC2=O)C(=O)C(CC(=O)NCCCCc2ccccc2)C1 (stereo not drawn)	8	-1	14	0	4	1	-3	4	-1.2
CCOC(=O)C1(C)CCN1C(=O)c1cc(C)n(C(C)(C)C)n1 (stereo not drawn)	1	1	1	-1	4	/	/	/	/
N#Cc1ccc(OCC(=O)N/N=C/C2CC=CCC2)cc1 (stereo not drawn)	5	-4	16	2	10	6	-12	6	-2.0
O=S(=O)(c1cccc(-c2cn3cccnc3n2)c1)N1CCCCCC1	-3	-1	14	6	-1	2	-6	4	1.0
COc1c(Cl)cc(Cl)cc1C(=O)Nc1ccccc1N1CCN(C(C)=O)CC1	1	0	17	9	11	1	1	-52	2.7
CCOc1cc(C(=O)OCC(=O)Nc2cc(C)on2)ccc1OCC(C)C	5	-1	25	-11	17	3	-11	-30	0.7
Cn1c(Cn2c(=O)sc3ccccc32)nnc1SCc1cccc(F)c1	4	4	4	-4	10	0	-11	-16	-2.0
CC(=O)NC(CSC(CC(=O)c1ccco1)c1ccc(C)cc1)C(=O)O (stereo not drawn)	3	-8	22	7	3	1	-7	11	-0.9
COC(C[C@@H](O)C[C@H](O)[C@@H](C)OCc1ccccc1)OC	-1	0	6	15	3	2	5	3	-0.1
Cn1c(SCc2ccccc2)nnc1-c1c[nH]c2ccccc12	-8	2	12	3	1	3	17	-24	2.9
Cc1ccc2cccc([N+](=O)[O-])c2n1	-3	0	-3	3	3	0	1	39	1.1
Nc1c(Cl)cc(S(N)(=O)=O)cc1S(N)(=O)=O	3	-3	17	5	4	-1	0	-21	4.8
O=C(c1ccc([N+](=O)[O-])cc1Cl)N1CCN(Cc2ccccc2)CC1	-2	-1	-9	0	-4	2	4	-9	1.0
COc1ccccc1Oc1ccc(S(=O)(=O)N2CCCCC2)cc1NC(=O)CCNC(C)=O	-7	0	-4	14	-4	3	-12	13	2.7
COC(=O)[C@@]1(Cc2ccc(F)cc2)[C@H]2c3cc(C(=O)N(C)C)n(CCc4c[nH]c5ccc(OC)cc45)c3C[C@H]2CN1C(=O)c1ccccc1	-7	-1	22	-5	3	1	-5	/	/
O=C(NC1CCCCCC1)c1ccc(CS(=O)Cc2ccccc2Cl)o1 (stereo not drawn)	3	0	-11	-2	-1	1	-5	-17	-1.0
Clc1ccc(C(c2nnnn2CCc2ccccc2)N2CCSCC2)cc1 (stereo not drawn)	-7	-17	-10	8	-9	7	1	11	1.7
Cc1cc(Cl)ccc1C(=O)C1CCCN(C(=O)c2ccsc2)C1 (stereo not drawn)	-7	-3	-8	13	-4	-1	-11	-5	-1.5
CCCC(=O)N1CCC1(C)C(=O)Nc1ccc2scnc2c1 (stereo not drawn)	-1	1	7	7	2	/	/	/	/
Cc1ccc(C(=O)c2ccc(O)cc2)cc1C	-6	-3	7	8	3	-2	-8	12	-0.3
COc1ccc(OC)c(NC(=O)C2CCN(S(=O)(=O)c3cccs3)CC2)c1	-5	1	12	8	4	16	10	0	1.6
CCOC(=O)C1CCN(C(=O)COc2ccc(N(C)S(=O)(=O)c3ccc(C)cc3)cc2)CC1	-2	1	-1	-4	5	3	-23	-4	-1.9
CCOC(=O)C1CCN(C2=C(NS(=O)(=O)c3ccc(Br)cc3)C(=O)c3ccccc3C2=O)CC1	-14	-7	-30	22	-13	-3	-2	-9	-0.7
C/C=C/c1cccc(-c2nc(C(=O)N3CCN(C)CC3)cc3c2[C@@H](CCO)N(C(=O)NC(C)C)C3)c1	5	3	-1	-9	6	1	-6	/	/
CCOc1ccc(CCNC(=O)CN2CCN(Cc3ccc(F)cc3)C2=O)cc1OCC	-1	-2	15	2	0	2	8	10	2.0
CCCN1C=CC(=C2C(=O)c3ccccc3C2=O)C=C1	11	1	-6	9	13	1	9	23	-1.1
CCN1CCN(C(=O)CSc2nc(N)cc(N)n2)CC1	10	-1	20	-1	0	2	-15	29	2.6
O=Cc1cccn1-c1ccc(O)cc1	-1	2	3	1	-3	3	-8	4	0.8
COC(=O)C1=NNC2(c3ccc(Cl)cc3)C(=O)N(c3ccc(Cl)cc3)C(=O)C12 (stereo not drawn)	9	1	-4	9	-5	1	26	-2	-1.4
C(=Cc1cnc2ccccc2n1)c1ccc2c(c1)OCO2	-3	4	16	23	6	1	-22	-62	100*

Look-ups from the entries so far.
CCN1CCN(C(=O)CSc2nc(N)cc(N)n2)CC1 – TAAR1 antagonist: -15
C(=Cc1cnc2ccccc2n1)c1ccc2c(c1)OCO2 – M4 PAM: 6

Source: PubChem BioAssay (several laboratories)
